APJ antag = antagonists of human APJ apelin receptor; CHO-K1 APJ beta-arrestin complementation, luminescence; inhibition, % at 20 µM; hit rate 0.32% among 330,000; P35414;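 active = inhibition above about 40% at 20 µM, limit read from the data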;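 also: cells challenged with 10 nM apelin-13 agonist together with compound; plate controls were apelin-13 plus DMSO wells for no effect and DMSO wells lacking apelin-13 for full effect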
Target sequence (P35414 whole entry, looked up): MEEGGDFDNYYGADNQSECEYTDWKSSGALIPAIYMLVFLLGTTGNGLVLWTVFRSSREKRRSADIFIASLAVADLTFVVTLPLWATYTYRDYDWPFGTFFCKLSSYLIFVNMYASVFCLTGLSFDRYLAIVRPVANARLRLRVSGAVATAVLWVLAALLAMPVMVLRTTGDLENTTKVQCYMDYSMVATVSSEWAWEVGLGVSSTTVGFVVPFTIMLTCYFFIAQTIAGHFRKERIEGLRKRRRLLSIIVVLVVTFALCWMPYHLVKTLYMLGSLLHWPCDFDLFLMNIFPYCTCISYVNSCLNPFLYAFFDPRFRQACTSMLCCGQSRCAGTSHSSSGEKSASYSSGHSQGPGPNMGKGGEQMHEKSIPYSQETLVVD
697 NFkB inh = inhibitors of the PMA/ionomycin-induced NF-kB reporter in 697 B cells; hit rate 0.33% among 330,000; 697 B-cell NF-kB luciferase reporter, 16 h; inhibition, % at 4 µM; in the data active = inhibition above about 35%
Mdm2-MdmX inh = disrupts the human Mdm2-MdmX interaction; inhibition, % at 8 µM; SaOS-2 split-luciferase Mdm2/MdmX complementation, luminescence; hit rate 3% among 330,000; O15151+Q00987;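 active = inhibition of at least 50% at 8 µM in the primary screen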
Jurkat NFkB inh = lowers PMA/ionomycin-induced NF-kB signal in Jurkat cells | PMA/ionomycin-induced NF-kB luciferase reporter, luminescence | inhibition, % at 4 µM | hit rate 0.53% among 330,000 | AID 435003; in the data active = inhibition above about 50%
XBP1 UPR activ = adaptive UPR (XBP1) activation | CHO-XBP1 luciferase reporter, IRE1-XBP1 UPR activation, luminescence; percent of tunicamycin response, DMSO as zero | activation, % at 20 µM | hit rate 0.33% among 330,000;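 active = versus positive control, 20 µM dose yields 30% or more activation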;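 also: 100% = tunicamycin at 10 µg/mL and 0% = DMSO only wells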
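Material – CHO cell line with stable XBP1 luciferase reporter · Buffer or medium – F12 plus 10% FBS · Compound – single point, 20 µM final compound, 1% DMSO · Schedule – 16-18 h cell attachment at 37 °C, then 6 h compound exposure · Signal – Steady-Glo luminescence read · Benchmarks – high control tunicamycin 10 µg/mL final, low control DMSO vehicle only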
tim23-1 inh = growth inhibitors of tim23-1 mutant yeast. S. cerevisiae tim23-1 growth, BacTiter-Glo luminescence, 24 h. inhibition, % at 20 µM. hit rate 1.3% among 330,000. AID 463212;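 active = growth inhibition of the mutant yeast at or above 50%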;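 also: temperature-sensitive mutant grown at 25 °C; plate controls were DMSO-treated mutant yeast for no effect and medium wells lacking yeast for full effect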
CHOP UPR activ = activators of apoptotic arm of unfolded protein response (CHOP); AID 449763; activation, % at 10 µM; CHO-CHOP luciferase reporter, UPR activation, luminescence; percent of tunicamycin response over DMSO baseline; hit rate 0.34% among 330,000;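 active = at 10 µM dose, activation of 40% or more, normalized to positive control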;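 also: 100% = tunicamycin at 10 µg/mL and 0% = DMSO alone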
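System: CHO-CHOP luciferase reporter cell line; amount: 500 cells/well; buffer or medium: F12 medium containing 10% fetal bovine serum; incubation: 6 h compound exposure at 37 °C after overnight seeding; measured by: luciferase luminescence after 10 min with Steady-Glo reagent; evaluation: % reporter activation, DMSO baseline versus tunicamycin full activation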
APJ ag = APJ receptor agonism | P35414 | CHO-K1 APJ PathHunter beta-arrestin, luminescence; 0% DMSO wells, 100% apelin | activation, % at 20 µM | hit rate 0.11% among 330,000 | AID 2520;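 active = activation more than six SD over the plate average, tested at 20 µM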;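 also: 0% = DMSO alone and 100% = apelin-13 at 10 nM; some results filed as inactive read as strong as hits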
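Material: CHO-K1 APJ beta-arrestin complementation cell line; Input: cell density 1000 per well; Incubation: compound stimulation 90 min at 25 °C, detection 60 min; Signal: luminescence from split beta-galactosidase complementation, Galacton Star/Emerald II substrate; Controls: DMSO-only wells as negative, 10 nM Apelin-13 as positive control.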
An asterisk follows results filed as active. A portion of the library; count on the stated rates, not on these rows.

SMILES	APJ antag	697 NFkB inh	Mdm2-MdmX inh	Jurkat NFkB inh	XBP1 UPR activ	tim23-1 inh	CHOP UPR activ	APJ ag
O=C(CCN1CCN(CCO)CC1)N1c2ccccc2Sc2ccc(C(F)(F)F)cc21	7	8	31	-10	-9	6	1.9	-4

Bioassay records from PubChem.
